High-throughput results: PubChem, Johns Hopkins Ion Channel Center
MrgX1 allo act – human MrgX1 positive allosteric modulation, primary screen. Q96LB2. MrgX1-HEK293, Fluo-4 calcium flux, FDSS; active compounds read high. B-score at 10 µM. hit rate 0.63% among 310,000. AID 588675;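 active = plate-corrected calcium response at least 3 library SD above typical, normal starting fluorescence, not activating the receptor alone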;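 also: compound read alongside a low EC10 to EC30 dose of BAM8-22 agonist; peak minus trough fluorescence over baseline measured at the second addition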
Target sequence (Q96LB2 whole entry, looked up): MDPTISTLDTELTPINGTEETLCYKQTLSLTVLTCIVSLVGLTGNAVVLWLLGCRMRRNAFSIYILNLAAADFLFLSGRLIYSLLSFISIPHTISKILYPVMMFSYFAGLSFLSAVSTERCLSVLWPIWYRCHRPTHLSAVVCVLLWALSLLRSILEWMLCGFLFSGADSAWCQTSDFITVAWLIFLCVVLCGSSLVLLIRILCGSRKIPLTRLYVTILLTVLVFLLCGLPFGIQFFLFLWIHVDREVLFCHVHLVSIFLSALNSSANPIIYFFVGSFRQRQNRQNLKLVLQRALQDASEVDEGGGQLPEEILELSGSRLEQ
TRPC6 inhibitor – inhibitors of mouse TRPC6 channel; Q61143; HEK293-TRPC6, membrane potential dye, ACh-evoked depolarization; active compounds read low; B-score at 10 µM; hit rate 1.1% among 310,000;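 active = B-score under library mean minus 3 SD, initial fluorescence not abnormally high, positive integrated signal ratio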;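 also: B-score derived from integrated fluorescence ratio over the kinetic read; more negative B-score means stronger inhibition of depolarization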
TRPC4 PAM – allosteric potentiators of mouse TRPC4 channel; HEK293 TRPC4beta/mu-opioid, DAMGO EC20, Fluo-4 Ca2+ flux; active compounds read high; B-score at 10 µM; hit rate 0.42% among 310,000;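 active = B-score of calcium response area above 5 SD of library B-scores, with initial fluorescence ratio within 5 SD of library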;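 also: B-score of integrated fluorescence ratio over time as area under calcium response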
TRPC4 block – inhibitors of mouse TRPC4 channel; HEK293 TRPC4beta/mu-opioid, DAMGO-evoked Fluo4 calcium flux; active compounds read low; B-score at 10 µM; hit rate 0.39% among 300,000;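 active = B-score over 3 SD under the library average, no early fluorescence shift, positive overall ratio signal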
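Assay system: HEK293 cells with stable TRPC4beta plus mu-opioid receptor expression; Probe or stimulus: DAMGO in two steps, submaximal then maximal; Dosing: single-point compound dosing; Measured by: Fluo4 calcium-dye fluorescence, kinetic read; Read-out basis: B score from integrated Fluo4 fluorescence ratio.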
TMEM16A act – activates or potentiates the mouse TMEM16A chloride channel; Q8BHY3; HEK293 TMEM16A/YFP-H148Q/I152L, iodide quench fluorescence; active compounds read low; B-score at 10 µM; hit rate 0.3% among 340,000; AID 623877;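 active = fluorescence-ratio B-score plate-corrected deviation score at least 3 library SD below zero, with starting fluorescence score within 5 deviations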;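 also: channel opened by trigger with iodide after compound preincubation; score built on the fluorescence ratio of max minus min over baseline; more negative score means more quench and so TMEM16A activation or potentiation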
MrgX1 ag – human MrgX1 receptor agonism, primary screen. hit rate 0.44% among 310,000. MrgX1-HEK293 cells, Fluo-4 calcium fluorescence, agonist mode; active compounds read high. B-score at 10 µM. AID 588627;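 active = calcium response B-score plate-corrected fluorescence ratio at least 3 library SD, with starting fluorescence B-score inside 5 SD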
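System – MrgX1-expressing HEK293 cells · Incubation – cells plated overnight, dye loaded 0.5 h 37 °C, 0.5 h room temperature · Technique – kinetic Fluo-4 NW fluorescence of intracellular calcium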
RGS4 inh – inhibitors of human RGS4 | hit rate 0.45% among 310,000 | HEK293 M3R/RGS4 inducible, Fluo-4 calcium flux; active compounds read high; triggered by carbachol at its EC20 | P49798 | AID 463165 | B-score at 10 µM;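 active = B-score, a plate-corrected calcium signal, over three deviations above library mean, with baseline fluorescence within five deviations of library mean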;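 also: RGS4 expression induced by doxycycline in cells with stable M3 receptor; B-score is computed from the integrated fluorescence ratio over baseline after carbachol; higher B-score means a larger calcium signal and so more RGS4 inhibition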
Target sequence (P49798 whole entry, looked up): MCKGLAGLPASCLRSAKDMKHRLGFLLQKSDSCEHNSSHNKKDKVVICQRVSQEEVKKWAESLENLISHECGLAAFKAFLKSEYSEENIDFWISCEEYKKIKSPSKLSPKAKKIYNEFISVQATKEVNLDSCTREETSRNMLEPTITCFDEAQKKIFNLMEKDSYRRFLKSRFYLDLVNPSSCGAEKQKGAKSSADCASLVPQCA
TRPC6 act – activators of mouse TRPC6 channel; HEK293-TRPC6 membrane potential dye fluorescence; active compounds read high; B-score at 10 µM; Q61143; hit rate 0.13% among 310,000;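 active = B-score of the integrated fluorescence ratio above library mean plus 3 SD, and starting fluorescence ratio within library mean plus 5 SD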;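 also: higher score means more depolarization so channel activation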
TMEM16A inh – blocks the mouse calcium-activated chloride channel TMEM16A. HEK293 TMEM16A/YFP iodide influx fluorescence, ionomycin. normalized B-score (activity score, 25-100; higher = stronger inhibition) at 10 µM. hit rate 1.2% among 310,000;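 active = ratio plate-corrected score three or more library SD toward inhibition, starting fluorescence score within five deviations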;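 also: score derived from kinetic fluorescence span divided by baseline fluorescence per well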
TRPC4 agonist – TRPC4 (mouse) channel activation; Q9QUQ5; HEK293 TRPC4beta/mu-opioid, Fluo4 calcium fluorescence; active compounds read high; B-score at 10 µM; hit rate 0.49% among 310,000;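 active = B-score above 5 SD of library B-scores, and initial fluorescence ratio not above library mean plus 5 SD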;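 also: positive B-score marks a calcium rise read as TRPC4 activation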
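Assay system: HEK293 stable line with TRPC4beta plus mu-opioid receptor. Times: dye 45 min RT, read 110 s. Measured by: kinetic Fluo4 calcium fluorescence. Measure: B score of integrated ratio. Controls: assay buffer as low control, maximal DAMGO as high control.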
MrgX1 antagonist – antagonists of human MrgX1 receptor; Q96LB2; MRGX1-HEK293 calcium flux, Fluo-4, BAM8-22 antagonism; active compounds read low; B-score at 10 µM; hit rate 1.3% among 310,000; AID 588676;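 active = calcium-response B-score plate-corrected more than 3 library SD below zero, starting fluorescence within 5 deviations, no agonist response on first addition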;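 also: peak minus trough fluorescence over baseline after final BAM8-22 challenge near maximal dose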
Numbers without * were called inactive; i = inactive; nt = not tested or not shown.

SMILES | MrgX1 allo act | TRPC6 inhibitor | TRPC4 PAM | TRPC4 block | TMEM16A act | MrgX1 ag | RGS4 inh | TRPC6 act | TMEM16A inh | TRPC4 agonist | MrgX1 antagonist
CC(C1CC2CCC1C2)n1c(-c2ccco2)n[nH]c1=S (stereo not given) | i | i | i | i | i | i | i | i | i | i | i
CCCC(C)NC(=O)C1CC(=O)N(CCc2ccc(F)cc2)C1 (stereo not given) | i | i | i | i | i | i | i | i | i | i | i
CCC(=O)Nc1ccc(C2C(=O)c3ccccc3C2=O)cc1 | i | i | i | i | i | i | i | i | i | i | i
CCn1c(SCC(=O)Nc2cc(C)on2)nnc1-c1c[nH]c2ccccc12 | i | i | i | i | i | i | i | i | i | i | i
CC12CCC(=O)N1C(C(=O)Nc1ccc(Br)cc1Cl)CS2 (stereo not given) | i | i | i | i | i | i | i | i | i | i | i
COc1cc2c(cc1OC)CN(C(=S)Nc1cccc(Cl)c1C)CC2 | i | i | i | i | i | i | i | i | i | i | i
O=C(CSc1ncn[nH]1)N1CCN(S(=O)(=O)c2ccc(Cl)cc2)CC1 | i | i | i | i | i | i | i | i | i | i | i
COC(=O)CC1C(=O)NC2CCCCC2N1C(=O)CCl (stereo not given) | i | i | i | i | i | i | i | i | i | i | i
C=CCN1C(=O)CS/C1=C(\C#N)S(=O)(=O)c1ccc(C)cc1 | i | i | i | i | i | i | i | i | i | i | i
Cn1c2ccccc2c2c(C(=O)NCc3ccco3)cn(C3CCCCC3)c(=O)c21 | i | i | i | i | i | i | i | i | i | i | i
COc1cc(CNC(C)c2ccccc2)c(Br)cc1OCC(N)=O (stereo not given) | i | i | i | i | i | i | i | i | i | i | i
O=C(CCCOc1ccccc1)N1CCN(C(=O)c2ccco2)CC1 | i | i | i | i | i | i | i | i | i | i | i
Cc1ccc(C2(C)NC(=O)N(CC(=O)NNC(=O)c3cc(C)oc3C)C2=O)cc1 (stereo not given) | i | i | i | i | i | i | i | i | i | i | i
Cc1nc2ccccc2n1CC(=O)NC1CCCC1 | i | i | i | i | i | i | i | i | i | i | i
CCS(=O)CCSC(=N)N (stereo not given) | i | i | i | i | i | i | i | i | i | i | i
Cc1c(Br)c(=O)oc2c(Br)c(O)ccc12 | i | i | i | i | i | i | i | i | i | i | i
C=CCNC(=O)Nc1ccc(OCC)cc1 | i | i | i | nt | i | i | i | i | i | i | i
COc1cccc(NC(=O)c2ccc(N3C(=O)C4CC=C(C)CC4C3=O)cc2)c1 (stereo not given) | i | i | i | i | i | i | i | i | i | i | i
CC1(C(=O)NNC(=O)c2ccc([N+](=O)[O-])cc2)CC1(Br)Br (stereo not given) | i | i | i | i | i | i | i | i | i | i | i
O=C(/C=C/c1ccc(Cl)cc1)c1cccnc1 | i | i | i | i | i | i | i | i | i | i | i
COc1cccc(C(=O)NCCSc2ccc(C)cc2)c1 | i | i | i | i | i | i | i | i | i | i | i
Cc1ccc(S(=O)(=O)N2CCN(c3ccc([N+](=O)[O-])c4cccnc34)CC2)cc1 | i | i | i | i | i | i | i | i | i | i | i
CCCCSc1nnc(CCCCCNC(=O)OC(C)(C)C)o1 | i | i | i | i | i | i | i | i | i | i | i
COc1ccccc1CCC(=O)N(C)CC(=O)Nc1ccc(F)cc1 | i | i | i | i | i | i | i | i | i | i | i
Cc1cc(OCC(=O)NCCCN2CCOCC2)cc(C)c1Cl | i | i | i | i | i | i | i | i | i | i | i

Some of the entries above, set out differently.
The line under a structure holds: MrgX1 allo act | TRPC6 inhibitor | TRPC4 PAM | TRPC4 block | TMEM16A act | MrgX1 ag | RGS4 inh | TRPC6 act | TMEM16A inh | TRPC4 agonist | MrgX1 antagonist
COc1cccc(C(=O)NCCSc2ccc(C)cc2)c1
→ i | i | i | i | i | i | i | i | i | i | i
COc1cccc(NC(=O)c2ccc(N3C(=O)C4CC=C(C)CC4C3=O)cc2)c1 (stereo not given)
→ i | i | i | i | i | i | i | i | i | i | i
C=CCNC(=O)Nc1ccc(OCC)cc1
→ i | i | i | nt | i | i | i | i | i | i | i
Cc1ccc(S(=O)(=O)N2CCN(c3ccc([N+](=O)[O-])c4cccnc34)CC2)cc1
→ i | i | i | i | i | i | i | i | i | i | i

The results go on:
SMILES | MrgX1 allo act | TRPC6 inhibitor | TRPC4 PAM | TRPC4 block | TMEM16A act | MrgX1 ag | RGS4 inh | TRPC6 act | TMEM16A inh | TRPC4 agonist | MrgX1 antagonist
C=CCN1CCN(C(=O)c2oc3ccccc3c2C)CC1 | i | i | i | i | i | i | i | i | i | i | i
CCOC(=O)N1CCN(C(=O)c2ccc3c(c2)N(Cc2cccc(Cl)c2)C(=O)c2ccccc2S3=O)CC1 (stereo not given) | i | i | i | i | i | i | i | i | i | i | i
Cc1ccc(-c2nc(SCC(=O)NCC3CCCO3)c(-c3ccc(Cl)cc3)[nH]2)cc1 (stereo not given) | i | i | i | i | i | i | i | i | i | i | i
Brc1cccc(OCCCCN2CCCCC2)c1 | i | i | i | i | i | i | i | i | i | i | i
NC(=O)C1=C[C@H](c2ccc(C(F)(F)F)cc2)C[C@H](OCCCCO)O1 | i | i | i | i | i | i | i | i | i | i | i
O=C(C1=C[C@H](c2ccccc2)C[C@H](OCc2ccc(CO)cc2)O1)N1CCN(Cc2ccccc2)CC1 | i | i | i | i | i | i | i | i | i | i | i
CN(C)/C=C1\C(=O)Oc2ccccc2C1=O | i | i | i | i | i | i | i | i | i | i | i
Cc1cc(OCC(O)CN2CCN(C)CC2)ccc1C(C)C (stereo not given) | i | i | i | i | i | i | i | i | i | i | i
COC(=O)c1ccc(COC(=O)c2nn(C)c(=O)c3ccccc23)cc1 | i | i | i | i | i | i | i | i | i | i | i
Cc1cc(C)c2nc(C)cc(N/N=C/c3ccc(O)cc3)c2c1 | i | i | i | -6* | i | i | i | i | i | i | i
Cc1nc(-c2ccc(C(=O)N3CCOCC3)cc2)cs1 | i | i | i | i | i | i | i | i | i | i | i
CCc1nnc(NC(=O)c2cccc(S(=O)(=O)N3CCN(c4ccccc4)CC3)c2)s1 | i | i | i | i | i | i | i | i | i | i | i
Cc1ccc(C2=N/C(=C\c3ccc(OS(=O)(=O)c4ccc(C)cc4)cc3)C(=O)O2)cc1 | i | i | i | i | i | i | i | i | i | i | i
CC(C)c1ccc(OCC(=O)N(Cc2ccccc2)c2ccccn2)cc1 | i | i | i | i | i | i | i | i | i | i | i
COCCOC(=O)c1c(NC(=O)CNCc2ccco2)sc(C(N)=O)c1C | i | i | i | i | i | i | i | i | i | i | i
Cc1cc(F)ccc1S(=O)(=O)Nc1ccccc1C(=O)NCc1cccnc1 | i | i | i | i | i | i | i | i | i | i | i
COc1ccc(CNC(=O)COC(=O)c2ccc3c(c2)OCCO3)cc1 | i | i | i | i | i | i | i | i | i | i | i
CCOc1cc(C2C3=C(CC(C)(C)CC3=O)Nc3n[nH]c(C)c32)ccc1O (stereo not given) | i | i | i | i | i | i | i | i | i | i | i
Cc1nc(NC2CCCC2)sc1C(=O)N(C)C | i | i | i | i | i | i | i | i | i | i | i
CC(C)Sc1nnc(-c2c[nH]c3ccccc23)n1C | i | i | i | i | i | i | i | i | i | i | i
Cn1c(Cc2cccs2)nnc1SCC(=O)N1CCc2ccccc21 | i | i | i | i | i | i | i | i | i | i | i
Cc1ccc(NC(=S)N(CCN(C)C)Cc2cc3cccc(C)c3[nH]c2=O)cc1 | i | i | i | i | i | i | i | i | i | i | i
O=c1oc(-c2ccc(F)cc2)nc2ccsc12 | i | i | i | i | i | i | i | i | i | i | i
O=C(NCc1ccco1)c1cc(-c2cccs2)on1 | i | i | i | nt | i | i | i | i | i | i | i
C=C(Br)Cn1c(CCCC)nc2ccccc21 | i | i | i | i | i | i | i | i | i | i | i

Continuation:
SMILES | MrgX1 allo act | TRPC6 inhibitor | TRPC4 PAM | TRPC4 block | TMEM16A act | MrgX1 ag | RGS4 inh | TRPC6 act | TMEM16A inh | TRPC4 agonist | MrgX1 antagonist
CC(=O)Nc1ccc(NC(=O)CC(NC(=O)c2ccccc2)c2ccccc2)cc1 (stereo not given) | i | i | i | i | i | i | i | i | i | i | i
CC1CCN(c2oc(-c3cccc4ccccc34)nc2C#N)CC1 | i | i | i | i | i | i | i | i | i | i | i
CC1CCCN(c2ccc(C(=O)NCc3ccc4c(c3)OCO4)cc2[N+](=O)[O-])C1 (stereo not given) | i | i | i | i | i | i | i | i | i | i | i
COc1ccc(CNC(C)C(=O)Nc2ccc3ccccc3c2)cc1OC (stereo not given) | i | i | i | i | i | i | i | i | i | i | i
Cn1c(SCC(=O)Nc2ccc3nc(SCC(=O)N4CCCC4)sc3c2)nnc1-c1ccccc1 | i | i | i | i | nt | i | i | i | i | i | i
Nc1nn2cc(-c3ccccc3)nc2c2ccccc12 | i | i | i | i | i | i | i | i | i | i | i
CCC(C)N(C(=O)COC(=O)c1cn(CC)c2nc(C)ccc2c1=O)C1CCS(=O)(=O)C1 (stereo not given) | i | i | i | i | i | i | i | i | i | i | i
C=CCn1c(SCC(=O)NC(=O)c2cccn2C)nc2ccccc2c1=O | i | i | i | i | i | i | i | i | i | i | i
Cc1ncc(CN2CCN(C(C)C)C(CCO)C2)s1 (stereo not given) | i | i | i | i | i | i | i | i | i | i | i
Cc1ccc(Cn2c(NCCCn3ccnc3)nc3c2c(=O)n(C)c(=O)n3C)cc1 | i | i | i | i | i | i | i | i | i | i | i
CCOc1ccc(CN(CCO)CCO)cc1C(=O)OC | i | i | i | i | i | i | i | i | i | i | i
NC(=O)C1CCN(C(=O)OCc2ccccc2)CC1 | i | i | i | i | i | i | i | i | i | i | i
CC(C)(C)NC(=O)c1ccnc(C(C)(C)C)c1 | i | i | i | i | i | i | i | i | i | i | i
COc1ccc(S(=O)(=O)N2CCN(CC(=O)Nc3cc(C(F)(F)F)ccc3Cl)CC2)cc1 | i | i | i | i | i | i | i | i | i | i | i
CC(OC(=O)c1cccc(-n2cnnn2)c1)C(=O)NCc1ccccc1 (stereo not given) | i | i | i | i | i | i | i | i | i | i | i
COc1ccc(-c2cc(C)no2)cc1S(=O)(=O)N(C)c1ccc(C)c(C)c1 | i | i | i | i | i | i | i | i | i | i | i
